Insulin prom inh: TRM-6 insulin promoter activity inhibition; TRM-6 cells (human fetal islet line), insulin promoter-eGFP reporter, imaging; reporter expression induced with tamoxifen; 0.9% of 130,000 active; inhibition, % at 2 µM;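 active means inhibition above the mean plus 3 SD, with well images judged a real hit on visual review, cut at about 60% in these data, passing the limit was not always enough; inconclusive means inhibition over the cutoff but images rejected on review; inactive means inhibition not above the cutoff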
SDO1 yeast rescue: sdo1-depleted yeast growth rescue; z-score at 10 µM; 0.21% of 140,000 active; S. cerevisiae sdo1-depleted JHY4D growth rescue, OD600 30 h; hits give high values; pdr5 snq2 efflux-pump mutant strain;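 active means z-score above 3 at both the 24 hr and the 30 hr optical density reads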;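 further: z-score against mean and SD of all compound wells on the same plate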
SDO1 yeast rescue Rescue 24 h: further read-out of SDO1 yeast rescue, marked with its call; z-score; S. cerevisiae sdo1-depleted JHY4D growth rescue, OD600; measured here: growth rescue at 24 h;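 0 is the plate mean of compound wells and units are plate SD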
* hit, by the source's call; i = inactive; u = inconclusive; x = not tested or not shown.

The opening 2 compounds, ahead of the listing:
SMILES | Insulin prom inh | SDO1 yeast rescue | SDO1 yeast rescue Rescue 24 h
Fc1cccc2sc(Nc3nc4ccccc4s3)nc12 | -20.0 | -1.14 | -0.95
CCOC(=O)C1=C(C)Nc2ccccc2N=C1NC(=O)c1cccc(S(=O)(=O)N(C)C)c1 | x | 0.52 | 0.05

Main list (from the top)
SMILES | Insulin prom inh | SDO1 yeast rescue | SDO1 yeast rescue Rescue 24 h
Fc1cccc2sc(Nc3nc4ccccc4s3)nc12 | -20.0 | -1.14 | -0.95
CCOC(=O)C1=C(C)Nc2ccccc2N=C1NC(=O)c1cccc(S(=O)(=O)N(C)C)c1 | x | 0.52 | 0.05
COc1ccc(-c2cc(-c3ccccc3O)[nH]n2)cc1 | -26.8 | -1.94 | -1.8
Cc1csc(SCC(=O)c2ccc(S(=O)(=O)N3CCOCC3)cc2)n1 | x | -0.89 | -0.94
Cc1ccc(C)c(N2CCN(C(=O)CC3Sc4ccccc4NC3=O)CC2)c1 (stereo not given) | x | -0.79 | -0.18
CCOC(=O)c1[nH]c2cc3c(cc2c1NC(=O)CN1CCC2(CC1)OCCO2)OCO3 | x | -0.25 | -0.72
Cn1c(C(=O)NCCCN2CCN(c3ccccc3F)CC2)cc2c(=O)[nH]c3ccccc3c21 | x | 0.48 | 0.18
COCCCN1C(=O)c2ccc(C(=O)Nc3cccc(OC)c3)cc2C1=O | -7.9 | 0.08 | -0.16
CCCCC(=O)Nc1ccc(N2CCN(S(C)(=O)=O)CC2)cc1 | 44.2 | 0.72 | 0.04
O=C(CN1C(=O)NC(Cc2ccccc2)C1=O)Nc1ccccc1 (stereo not given) | -19.4 | 0.74 | 0.59
CCS(=O)(=O)NCC(c1ccco1)N1CCN(c2ccccc2)CC1 (stereo not given) | x | -0.24 | -0.88
COc1ccc(NC(=S)N(CCCN2CCCC(C)C2)Cc2cccs2)cc1 (stereo not given) | 0.0 | x | x
CCOC(=O)c1c(NC(=O)C(=O)N/N=C(\C)c2ccc(OC)cc2)sc2c1CCCCC2 | 25.0 | -0.62 | -0.2
CC(C)N(C(=O)COC(=O)c1ccc(Cl)c(S(N)(=O)=O)c1)C(C)C | -15.0 | x | x
O=C(N/N=C1\CCCc2c1[nH]c1ccc([N+](=O)[O-])cc21)c1ccncc1 | x | 0.58 | 0.83
COC(=O)Cc1c(C)nc2nc(NCc3cccc([N+](=O)[O-])c3)[nH]n2c1=O | 32.1 | 0.34 | -0.54
CC1=CC(C)C(C[N+]2(C)CCCCC2)C(C)C1 (stereo not given) | -13.3 | x | x
Cc1cc2ncn(/N=C/c3ccc([N+](=O)[O-])s3)c2cc1C | x | -1.85 | -1.67
Clc1ccc2c(c1)C1=C(C(c3ccncc3)O2)C(c2ccc(Br)cc2)n2ncnc2N1 (stereo not given) | 0.0 | -1.53 | -0.63
CCN(CC)S(=O)(=O)c1ccc(/C=C/C(=O)Nc2cccc(F)c2)cc1 | x | -0.59 | -1.31
Cc1c(O)nc(SCC(=O)Nc2ccc3c4c(cccc24)CC3)n(-c2ccccc2)c1=O | -13.7 | 0.14 | 0.11
CCN(Cc1ccccc1)S(=O)(=O)c1cc(C(=O)NC(C)C2CC3CCC2C3)ccc1OC (stereo not given) | -69.2 | -0.72 | -0.32
COC(=O)c1cnn2c3c(c(C)nc12)CCCC3 | x | 0.4 | -0.53
FC(F)(F)c1cnc2c(-c3ccccc3)n[nH]c2c1 | 53.9 | x | x
O=C1c2cccc(O)c2C(=O)c2c(O)cccc21 | 28.6 | -0.52 | -0.22
Cc1ccc(C)c(NCCC#N)c1 | 28.0 | 0.39 | 0.2
CNc1nnc(-c2ccncc2)s1 | 7.0 | 1.27 | 1.29
CCCc1cc(=O)[nH]c(SCC(=O)N(C)C2CCS(=O)(=O)C2)n1 (stereo not given) | x | 0.51 | 0.24
COc1cc2c(cc1NC(=S)NC(=O)/C=C/c1ccc(OC)c(OC)c1)oc1ccccc12 | 24.0 | 0.52 | 0.88
CC(/C=C1\SC(=S)N(NC(=O)c2cccc(O)c2)C1=O)=C\c1ccccc1 | 31.2 | -1.16 | -1
O=C(/C=C/c1cn(CC(O)CN2CCCCC2)c2ccccc12)c1cccs1 (stereo not given) | x | 0.02 | -0.81
CC(C)C(=O)NC(Nc1ccc(S(N)(=O)=O)cc1)C(Cl)(Cl)Cl (stereo not given) | 12.5 | 0.42 | -0.89
Cc1ccc(O)c(-c2cc(C(F)(F)C(F)F)nc(-c3ccccc3)n2)c1 | 15.6 | -0.3 | 1.31
COc1ccccc1-c1nnc(NC(=O)c2ccc(S(=O)(=O)N(C)Cc3ccccc3)cc2)o1 | 17.1 | -1.08 | -0.96
COc1ccc(CCNc2oc(Cc3cccc4ccccc34)nc2C#N)cc1OC | u | -1.88 | -1.41
CCCCCNC(=O)CN(c1ccc2c(c1)OCO2)S(C)(=O)=O | 7.9 | -0.03 | -0.54
CCCOc1ccccc1Nc1nnc(C)c(=O)[nH]1 | 13.3 | -0.17 | -0.9
CCOC(=O)C1CCN(C(=O)c2cc3ccccc3oc2=O)CC1 | 11.8 | x | x
CCCCn1c(N)c(S(=O)(=O)c2ccc(C)cc2)c2nc3ccccc3nc21 | -7.1 | -0.19 | 0.4
CC(C)(C)NC(=O)CSc1nnc(-c2ccncc2)n1Cc1ccccc1 | 7.1 | 1.35 | 2.02
Nc1ccc(-n2nnnc2CN2CCOCC2)cc1 | 37.9 | -0.02 | -0.4
O=C(NCn1cnccc1=O)c1ccccc1 | -5.5 | -1.02 | -0.3
S=C(NCc1ccc(Cl)cc1)NC12CC3CC(CC(C3)C1)C2 | x | -2.23 | -2.16
Cc1ccc(-c2nnnn2CS(=O)(=O)c2ccccc2)cc1 | 5.3 | -0.07 | -0.18
O=C(Nc1ccc(Cl)cn1)c1cccc(F)c1 | -48.4 | -0.53 | -1.35
Cc1cccc(NC(=O)Cc2ccc(F)cc2)c1 | 28.1 | 6.75* | 5.51*
CC(C)(C)c1nc[nH]c(=O)c1Br | 20.7 | 0.02 | -0.46
CCCC1=NN(c2ccc([N+](=O)[O-])cc2)C(=O)/C1=C\N(C)C | 25.0 | 0.38 | 0.49
CC(C)CNC(=O)c1cc([N+](=O)[O-])ccc1N1CCOCC1 | -30.8 | 0.7 | 0.1
CC(C)(C)C(=O)Nc1nnc(SCc2ccc(F)cc2)s1 | -12.5 | -0.39 | -0.05
Cc1cccc(-n2c(=O)[nH]c3c(C(N)=O)nc(-c4ccccc4Cl)nc32)c1 | x | -1.16 | -0.76
CCOc1ccccc1NC(=O)CSc1nnc(CNC(=O)COc2ccc(Cl)cc2)o1 | x | 0.2 | 1.89
N#C/C(=C\c1ccccc1Cl)C(=O)NC(=O)Oc1ccccc1 | -71.0 | -0.37 | -0.96
CCOC(=O)C(C)Sc1nc2c([nH]c3ccccc32)c(=O)n1C (stereo not given) | 21.4 | -1.19 | -0.87
CC(C)(C)NCCCOc1ccc(Cl)cc1C(C)(C)C | -107.7 | -1.22 | -0.73
O=C1C2C3c4ccccc4C(Br)(c4ccccc43)C2C(=O)N1c1ccccc1O (stereo not given) | 7.1 | -1.07 | -0.28
Cc1nnc(NC(=O)CSc2ccccn2)s1 | x | -0.04 | -0.31
CCc1ccc(-c2nn(Cc3ccccc3)cc2/C=C/C(=O)O)cc1 | i | 0.05 | -0.13
CS(=O)(=O)Nc1ccc(C(=O)NC2CCCC2)cc1 | -12.0 | 0.06 | -0.04
CCCOc1ccc(-c2cnc(SCC(N)=O)nc2N)cc1 | -51.7 | 0.14 | 0.24

Twelve compounds already listed, sorted by number of heavy atoms, high to low:
SMILES | Insulin prom inh | SDO1 yeast rescue | SDO1 yeast rescue Rescue 24 h
CCOc1ccccc1NC(=O)CSc1nnc(CNC(=O)COc2ccc(Cl)cc2)o1 | x | 0.2 | 1.89
O=C1C2C3c4ccccc4C(Br)(c4ccccc43)C2C(=O)N1c1ccccc1O (stereo not given) | 7.1 | -1.07 | -0.28
Cc1cccc(-n2c(=O)[nH]c3c(C(N)=O)nc(-c4ccccc4Cl)nc32)c1 | x | -1.16 | -0.76
CCc1ccc(-c2nn(Cc3ccccc3)cc2/C=C/C(=O)O)cc1 | i | 0.05 | -0.13
CCOC(=O)C(C)Sc1nc2c([nH]c3ccccc32)c(=O)n1C (stereo not given) | 21.4 | -1.19 | -0.87
S=C(NCc1ccc(Cl)cc1)NC12CC3CC(CC(C3)C1)C2 | x | -2.23 | -2.16
CC(C)(C)C(=O)Nc1nnc(SCc2ccc(F)cc2)s1 | -12.5 | -0.39 | -0.05
CC(C)(C)NCCCOc1ccc(Cl)cc1C(C)(C)C | -107.7 | -1.22 | -0.73
CS(=O)(=O)Nc1ccc(C(=O)NC2CCCC2)cc1 | -12.0 | 0.06 | -0.04
Cc1cccc(NC(=O)Cc2ccc(F)cc2)c1 | 28.1 | 6.75* | 5.51*
O=C(Nc1ccc(Cl)cn1)c1cccc(F)c1 | -48.4 | -0.53 | -1.35
CC(C)(C)c1nc[nH]c(=O)c1Br | 20.7 | 0.02 | -0.46

New compounds follow:
SMILES | Insulin prom inh | SDO1 yeast rescue | SDO1 yeast rescue Rescue 24 h
COc1ccccc1/C=C1\SC(=S)N(N2C(=O)CCCC2=O)C1=O | -25.6 | x | x
C=CCN=C1CCCc2c1[nH]c1ccc(C)cc21 | 36.4 | x | x
Cc1onc(-c2c(F)cccc2Cl)c1C(=O)OCC(=O)NC1CC1 | -16.7 | x | x
CCNS(=O)(=O)c1cc(S(C)(=O)=O)ccc1Cl | -21.4 | 2.14 | 2.04
Cc1nn(C(=O)CNC(=O)c2ccccc2)c(C)c1C | 22.2 | x | x
CC(C(=O)c1ccccc1)n1cnc2ccccc2c1=O (stereo not given) | -24.9 | 0.1 | 0.08
Cc1ccc(-c2nc3ncccc3o2)cc1NC(=O)Cc1ccc(Cl)cc1 | 0.0 | -1.32 | -0.52
Cc1ccc(NC(=O)CCS(=O)(=O)c2ccc(Br)cc2)nc1 | -36.7 | 1.71 | 1.23
Cc1c(Cl)cccc1NC(=S)NCc1cccn1C | 13.3 | -0.32 | -0.44
Nc1cc(N)nc(SCC(=O)Nc2ccccc2)n1 | -31.2 | 1.53 | 0.57
Cc1nn(Cc2ccc([N+](=O)[O-])cc2)c(=O)n1-c1c(F)cccc1F | -23.3 | 0.65 | 0.29
CCN(CC)CCCOC(=O)C1(c2ccccc2)CCCC1 | 6.9 | -0.09 | -0.61
O=C(NC1CC2CCCC(C1)N2C(=O)NC1CCCCC1)c1ccccc1 (stereo not given) | 41.7 | -0.21 | -0.4
O=C(NCC1CCCO1)c1ccc2c(c1)OCO2 (stereo not given) | x | 0.9 | 0.75
O=C1CCC/C(=N/NC(=O)c2ccc(NS(=O)(=O)c3cccs3)cc2)C1 | 9.1 | x | x
CCOc1ccc(C(=O)/C=C/c2cn(CN3CCN(C)CC3)c3ccccc23)cc1 | 52.8 | -1.96 | -1.1
CCOc1cc(NC(=O)c2ccccn2)c(OCC)cc1NC(=O)CC(C)C | -7.9 | -1.7 | -1.1
COC(=O)c1ccc(NC(=O)CSC2=Nc3ccccc3C3CC=NN23)cc1 (stereo not given) | -5.4 | -1.22 | -1.52
O=C(O)CCC(=O)Nc1sc2c(c1C(=O)Nc1ccccc1)CCCCC2 | 35.7 | x | x
COc1ccc(CCNC(=O)CSc2nnnn2Cc2ccc3c(c2)OCO3)cc1OC | 0.0 | 0.64 | 0.85
CC1(C)CC2CC(C)(CN2c2ncnc3ccc(Br)cc23)C1 (stereo not given) | 6.2 | -1.89 | -1.12
COC(=O)C1=NNC2(c3ccc(Cl)cc3)C(=O)N(c3ccc(Cl)cc3)C(=O)C12 (stereo not given) | x | 1.52 | 1.46
CCOC(=O)c1ccc(COC(=O)c2nonc2N)cc1 | 50.0 | 0.1 | -0.55
CNCCCC1Sc2ccccc2Oc2ccccc21 (stereo not given) | -325.0 | 1.19 | 1.56
CCOc1ccc(-c2nc(C)c(C(C)=O)n2O)cc1 | 29.6 | 1.27 | 0.54
CCc1nnc(NC(=O)CSc2nnc(-c3ccccc3NC(=O)c3ccccc3)o2)s1 | 3.1 | 0.12 | 1.44
O=C(CCc1ccccc1)OCCN1CCOCC1 | 22.6 | 1.03 | 1.22
Cc1cccc(-c2noc(CNC(=O)Nc3ccc(F)cc3)n2)c1 | -63.2 | x | x
COc1ccc(C(OC(=O)c2ccco2)C(=O)NCc2ccco2)cc1 (stereo not given) | x | -0.08 | 0.2
Cc1cc(O)c2c(c1)C(O)(C1OC(CO)C(O)C(O)C1O)c1cccc(O)c1C2=O (stereo not given) | 4.8 | 0.02 | -0.52
COc1ccc(CCNC(=O)C2CCN(S(=O)(=O)N3CCC4(CC3)OCCO4)CC2)cc1OC | 0.0 | 1.34 | 1.17
Cc1ccccc1C(=O)NC(=S)NC1CCSC1=O (stereo not given) | 22.2 | -0.96 | -1.57
O=C(CSc1nnc(-c2ccco2)o1)NC1CCCCC1 | 0.0 | 0 | -0.04
COCCN1C(=O)c2ccccc2C(C(=O)N2CCN(c3ccccc3)CC2)C1c1ccc(F)cc1 (stereo not given) | -36.7 | 0.19 | 0.28
COc1ccc(-c2nc(C#N)c(NCc3ccccc3Cl)o2)cc1 | -332.6 | -0.3 | 1.27
CCOc1ccc(N(CC(=O)Nc2ccc(F)c(F)c2)S(=O)(=O)c2c(C)noc2C)cc1 | x | -0.68 | -0.01
COc1cc(/C=C/C(=O)N2CCN(CC(O)COc3ccccc3)CC2)cc(OC)c1OC (stereo not given) | -11.5 | 0.21 | 0.08
CC1(C)CC(=O)C(C=NCC2CCN(C(=O)Cc3ccccc3)CC2)=C(O)C1 | 7.7 | x | x
Cc1cccc(Oc2ccc(Cl)cc2N)c1 | u | x | x

Screens as filed in PubChem BioAssay.

The order is random; 0.94% or so of the library scored in one or more.
